GDH-TPI inh = inhibits GDH-TPI coupling enzymes, artifact for Mtb FBA screen; GDH-TPI coupled enzyme counterscreen, NADH absorbance; inhibition, % at 4.8 µM; 360,000 tested, 1.2% active; in the data active = inhibition above about 30%;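 note: 0% = DMSO wells and 100% = wells lacking the enzyme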
Mtb UGM inh = Mtb UDP-galactopyranose mutase inhibition; P9WIQ1; purified UGM, fluorescence polarization probe displacement; inhibition, % at 10 µM; 320,000 tested, 0.06% active; in the data active = inhibition above about 10%, passing the limit was not always enough; inconclusive = no clear call, values can overlap the other calls
Target sequence (P9WIQ1 whole entry, looked up): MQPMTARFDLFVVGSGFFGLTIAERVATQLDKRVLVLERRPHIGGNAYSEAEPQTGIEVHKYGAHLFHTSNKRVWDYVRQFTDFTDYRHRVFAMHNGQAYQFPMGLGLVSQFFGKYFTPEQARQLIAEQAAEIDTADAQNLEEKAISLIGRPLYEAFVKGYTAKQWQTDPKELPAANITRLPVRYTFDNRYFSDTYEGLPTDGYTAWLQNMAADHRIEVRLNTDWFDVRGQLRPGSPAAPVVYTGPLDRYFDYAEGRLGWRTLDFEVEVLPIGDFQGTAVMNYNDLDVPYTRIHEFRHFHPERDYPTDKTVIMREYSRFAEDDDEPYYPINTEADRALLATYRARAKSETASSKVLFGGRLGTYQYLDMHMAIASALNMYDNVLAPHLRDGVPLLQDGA
Rv3671c protease = Rv3671c (M. tuberculosis) protease inhibition | P9WHR9 | inhibition, % at 5.96 µM | 320,000 tested, 0.048% active; in the data active = inhibition above about 38%;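 note: extracellular domain of Rv3671c used as enzyme; 0% = enzyme with DMSO and 100% = no enzyme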
Target sequence (P9WHR9 whole entry, looked up, the tested form may be a part): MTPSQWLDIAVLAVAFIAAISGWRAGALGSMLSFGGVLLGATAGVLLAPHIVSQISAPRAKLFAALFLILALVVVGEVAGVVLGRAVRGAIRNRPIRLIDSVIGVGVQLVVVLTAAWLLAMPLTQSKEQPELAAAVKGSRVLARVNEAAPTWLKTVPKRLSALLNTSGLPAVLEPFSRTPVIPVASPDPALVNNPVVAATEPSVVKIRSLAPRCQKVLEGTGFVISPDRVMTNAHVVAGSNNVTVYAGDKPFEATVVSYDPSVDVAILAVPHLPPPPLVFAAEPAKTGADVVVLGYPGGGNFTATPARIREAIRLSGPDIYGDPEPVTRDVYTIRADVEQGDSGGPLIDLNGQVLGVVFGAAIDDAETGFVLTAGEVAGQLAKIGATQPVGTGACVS
BoNT F protease = BoNT F light chain protease inhibition. Multiplex microsphere protease cleavage assay, flow cytometry. inhibition, % at 10 µM. 360,000 tested, 0.22% active. AID 588497; in the data active = inhibition above about 35%, passing the limit was not always enough; inconclusive = no clear call, values can overlap the other calls; note: plate controls were buffer without enzyme for full effect and enzyme alone for no effect
BioA inh = blocks M. tuberculosis BioA enzyme activity. purified M. tuberculosis BioA enzyme, plate reader. inhibition, % at 9.99 µM. 360,000 tested, 0.096% active. AID 602481; in the data active = inhibition above about 40%; inconclusive = no clear call, values can overlap the other calls
PrPC TRFRET = reduces human prion protein on the cell surface; cell surface PrPC, TR-FRET read-out; inhibition, % at 13.8 µM; 370,000 tested, 0.43% active; in the data active = inhibition above about 24%; note: 0% = median of the test wells and 100% = reference compound wells
MazEF act = activators of E. coli MazEF toxin-antitoxin RNase | P0AE70 | FAM/BHQ RNA-DNA oligo cleavage fluorescence, 5 h | activation, % at 20 µM | 350,000 tested, 0.32% active | AID 504720; in the data active = activation above about 50%
Target sequence (P0AE70 whole entry, looked up): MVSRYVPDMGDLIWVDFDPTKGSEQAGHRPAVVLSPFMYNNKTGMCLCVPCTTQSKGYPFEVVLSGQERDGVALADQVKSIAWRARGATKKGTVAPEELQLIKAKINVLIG
Mtb FBA inh = inhibits M. tuberculosis FBA enzyme. purified M. tuberculosis FBA, fluorescence read-out. 360,000 tested, 2.3% active. P9WQA3. inhibition, % at 1 µM; in the data active = inhibition above about 27%;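 note: 0% = vehicle and 100% = reference inhibitor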
FadD28 FP inh = inhibitors of Mycobacterium tuberculosis FadD28 bisubstrate binding; inhibition, % at 12.5 µM; FadD28 bisubstrate probe binding, fluorescence polarization; 360,000 tested, 0.22% active; AID 588549; in the data active = inhibition above about 8.5%, passing the limit was not always enough; inconclusive = no clear call, values can overlap the other calls
Active calls of the source: *; ? = inconclusive; . = no result given; & = joins results of further samples.

cpd	SMILES	GDH-TPI inh	Mtb UGM inh	Rv3671c protease	BoNT F protease	BioA inh
1	CCOC(=O)C1(Cc2ccccc2)CCCN(CCO)C1 (stereo not given)	-8	-1.8	-3	-1	.
2	CCCc1nnc(SCc2ccc(OCC)cc2)n1N	6	-0.6	-14	-2	0.5
3	CCOC(=O)C(CC)(CC)C(=O)/C=C/c1ccc(Br)cc1	-7	-1.2	8	5	0.6
4	Cc1[nH]c(C)c(S(=O)(=O)NCc2ccc(N(C)C)cc2)c1C(=O)N1CCCC1	6	-1.8	6	4	-2.0
5	CCOc1cc(C(=O)Nc2ccc(N3CCN(C(C)=O)CC3)cc2)cc(OCC)c1OCC	10	0.6	0	?	-1.0
6	CCc1ccc(NC(=O)C(C)OC(=O)CN2C(=O)NC3(CCCC3)C2=O)cc1 (stereo not given)	-5	-5.8	-3	2	0.6
7	CCOC(=O)CSc1nnc(NCC(=O)OC)c(=O)[nH]1	-1	-1.2	0	-7	-0.2
8	CC(C)c1ccc(C(O)c2nc3ccccc3n2C)cc1 (stereo not given)	12	1.1	-4	?	-2.1

cpd	PrPC TRFRET	MazEF act	Mtb FBA inh	FadD28 FP inh
1	2	-7	-1	-4.8
2	0	4	0	0.3
3	4	-2	2	-3.5
4	-3	4	4	2.0
5	5	2	-1	-0.6
6	-4	8	-1	.
7	0	5	1	-2.9
8	6	-1	1	-0.8

Carrying on:
cpd	SMILES	GDH-TPI inh	Mtb UGM inh	Rv3671c protease	BoNT F protease	BioA inh
9	NS(=O)(=O)c1ccc(CCNC(=O)c2coc3ccccc3c2=O)cc1	0	2.0	4	3	-1.7
10	Cc1cc(NC(=NC2CC2)c2ccccc2F)n(-c2ccccc2)n1	3	1.5	3	-8	.
11	C[C@H](CO)N1C[C@H](C)[C@@H](CN(C)Cc2ccc(C(=O)O)cc2)Oc2c(NS(=O)(=O)c3ccc(F)cc3)cccc2C1=O	8	-0.1	-3	1	-1.2&-0.6
12	Cc1c(C(c2ccc(Br)cc2)c2c(O)c3ccccc3oc2=O)c(=O)n(-c2ccccc2)n1C (stereo not given)	-2	0.6	-16	-2	-1.0
13	CSc1ccc(/C=C(/NC(=O)c2ccccc2)C(=O)NCCCn2ccnc2)cc1	28	-0.9	6	-1	0.7
14	Cc1nc(SCC(=O)OCc2ccccc2)c2c(=O)n(C)c(=O)n(C)c2n1	-3	4.6	3	-5	0.5
15	CN(C)S(=O)(=O)c1cccc(NC(=O)/C=C/c2ccc(S(=O)(=O)N3CCOCC3)cc2)c1	24	4.0	-34	-7	-3.0
16	CC1CCCN(c2cc(N(C)CCO)c([N+](=O)[O-])c3nonc23)C1 (stereo not given)	30	0.5	-3	3	4.3

cpd	PrPC TRFRET	MazEF act	Mtb FBA inh	FadD28 FP inh
9	7	13	28*	0.7
10	-1	4	-1	-1.6
11	-3	2	2	-0.1
12	-6	-1	2	-2.4
13	-2	0	5	-0.2
14	4	22	-2	-3.3
15	-6	6	-1	-11
16	-33	-3	-34	-0.5

Next part
cpd	SMILES	GDH-TPI inh	Mtb UGM inh	Rv3671c protease	BoNT F protease	BioA inh
17	O=c1c(/C=N\NS(=O)(=O)c2ccccc2)coc2ccc(Cl)cc12	5	-2.1	-5	-4	-2.3
18	Cc1cccc(Nc2c(O)nc[nH]c2=O)c1	4	.	.	-3	6.6
19	Cc1cc(Nc2cccc(C)c2C)n2ncnc2n1	16	-1.9	4	3	-2.1
20	Cc1ccc(CN2C(=O)CCC2C(=O)NCCCN2CCCC(C)C2)cc1 (stereo not given)	6	1.0	-11	-8	-1.5
21	CO/N=C/CC(=O)c1cnc(-c2ccccc2)s1	5	-2.6	-9	-5	0.9
22	O=C(NC1CCc2ccccc21)C1CCN(S(=O)(=O)c2ccc(-n3cnnn3)cc2)CC1 (stereo not given)	-6	-0.5	0	?	-1.1
23	CCN(C(=O)COC(=O)C1CCN(S(=O)(=O)c2c(Cl)cccc2Cl)CC1)C1CCCCC1	-7	-0.3	2	-2	2.9
24	O=C(COc1ccc(Cl)cc1Cl)OCC(=O)c1ccc[nH]1	6	0.6	1	-2	-1.9

cpd	PrPC TRFRET	MazEF act	Mtb FBA inh	FadD28 FP inh
17	-2	2	2	-1.2
18	2	-39	-1	-2.3
19	-1	-3	4	-1.9
20	-7	-1	-1	-1.7
21	-3	-2	-1	-0.2
22	-2	-5	-1	-2.5
23	1	1	1	-2.3
24	-6	-2	2	.

Other results:
cpd	SMILES	GDH-TPI inh	Mtb UGM inh	Rv3671c protease	BoNT F protease	BioA inh
25	COc1ccccc1NC(=O)c1cc(Sc2nncn2C)nc2ccccc12	11	0.3	-1	-5	-1.7
26	COc1cc(C)c(S(=O)(=O)N2CCOCC2)cc1C(C)C	3	-0.2	-1	0	-0.4
27	O=C(CN1C(=O)c2ccccc2S1(=O)=O)Nc1ccccn1	0	4.5	-8	2	-0.8
28	CN(C)C1(CNC(=O)Nc2ccccc2)CCCCC1	-4	-0.1	-4	9	0.8
29	CCCOC(=O)c1ccc(NC(=O)C2C3C=CC(O3)C2C(=O)O)cc1 (stereo not given)	17	0.7	-4	-7	7.8
30	O=S(=O)(/C=C/c1ccccc1)Nc1ccc(N2CCOCC2)cc1	0	2.6	3	-12	.
31	O=C(Nc1cccc(Cl)c1)N1N=CCC1c1ccccc1 (stereo not given)	5	0.1	3	?	3.3
32	Cc1cc(S(=O)(=O)N(Cc2cccs2)Cc2ccccc2F)ccc1-n1cnnn1	-2	2.4	-8	-4	.

cpd	PrPC TRFRET	MazEF act	Mtb FBA inh	FadD28 FP inh
25	-12	1	0	-0.8
26	3	-2	0	-0.1
27	3	9	1	0.8
28	-3	-27	1	-1.3
29	3	-2	3	-0.9
30	0	5	-1	-3.6
31	2	4	1	-2.1
32	-1	3	-1	?

Among those listed so far, 2 have a COOH group.
cpd	SMILES	GDH-TPI inh	Mtb UGM inh	Rv3671c protease	BoNT F protease	BioA inh
11	C[C@H](CO)N1C[C@H](C)[C@@H](CN(C)Cc2ccc(C(=O)O)cc2)Oc2c(NS(=O)(=O)c3ccc(F)cc3)cccc2C1=O	8	-0.1	-3	1	-1.2&-0.6
29	CCCOC(=O)c1ccc(NC(=O)C2C3C=CC(O3)C2C(=O)O)cc1 (stereo not given)	17	0.7	-4	-7	7.8

cpd	PrPC TRFRET	MazEF act	Mtb FBA inh	FadD28 FP inh
11	-3	2	2	-0.1
29	3	-2	3	-0.9

(list continues)
cpd	SMILES	GDH-TPI inh	Mtb UGM inh	Rv3671c protease	BoNT F protease	BioA inh
33	NC(=O)N1CCCC1C(=O)Nc1ccc(Cl)c(Cl)c1 (stereo not given)	-1	-1.8	-1	3	-0.2
34	COc1ccc(/C=N/NC(=O)c2ccn[nH]2)cc1CN1CCOCC1	17	1.2	6	?	-3.9
35	C=CCN(Cc1nc(-c2ccccc2)no1)C(=O)c1ccoc1C	5	-1.2	-10	2	-1.9
36	CCn1c(SCC(=O)N2CCN(c3ccccc3F)CC2)nnc1-c1ccoc1C	-4	1.4	6	-7	-6.9
37	CC(Sc1ncn[nH]1)C(=O)Nc1ccc(Cl)cn1 (stereo not given)	-5	-0.4	-3	-2	-0.9
38	COc1cccc(CNC(=O)C2=C(C)C(=O)OC23CCC(C)CC3)c1 (stereo not given)	10	-1.5	0	-18	.
39	COc1ccc(-c2cc(C3CC3)nc3sc(C#N)c(N)c23)cc1	8	1.5	1	4	-2.1
40	S=C(Nc1ccccc1)N1CCn2c1nc1ccccc12	2	-1.8	-7	3	5.0

cpd	PrPC TRFRET	MazEF act	Mtb FBA inh	FadD28 FP inh
33	5	5	4	-4.9
34	0	5	7	-1.0
35	3	-2	-1	-2.9
36	-5	0	4	-5.4
37	0	3	0	-4.2
38	1	-18	5	-1.4
39	-9	-2	18	-3.2
40	1	3	2	-2.0

A different layout for some results above.
#	Molecule	GDH-TPI inh	Mtb UGM inh	Rv3671c protease	BoNT F protease	BioA inh	PrPC TRFRET	MazEF act	Mtb FBA inh	FadD28 FP inh
29	CCCOC(=O)c1ccc(NC(=O)C2C3C=CC(O3)C2C(=O)O)cc1 (stereo not given)	17	0.7	-4	-7	7.8	3	-2	3	-0.9
30	O=S(=O)(/C=C/c1ccccc1)Nc1ccc(N2CCOCC2)cc1	0	2.6	3	-12	.	0	5	-1	-3.6
31	O=C(Nc1cccc(Cl)c1)N1N=CCC1c1ccccc1 (stereo not given)	5	0.1	3	?	3.3	2	4	1	-2.1
32	Cc1cc(S(=O)(=O)N(Cc2cccs2)Cc2ccccc2F)ccc1-n1cnnn1	-2	2.4	-8	-4	.	-1	3	-1	?
33	NC(=O)N1CCCC1C(=O)Nc1ccc(Cl)c(Cl)c1 (stereo not given)	-1	-1.8	-1	3	-0.2	5	5	4	-4.9
34	COc1ccc(/C=N/NC(=O)c2ccn[nH]2)cc1CN1CCOCC1	17	1.2	6	?	-3.9	0	5	7	-1.0
35	C=CCN(Cc1nc(-c2ccccc2)no1)C(=O)c1ccoc1C	5	-1.2	-10	2	-1.9	3	-2	-1	-2.9
36	CCn1c(SCC(=O)N2CCN(c3ccccc3F)CC2)nnc1-c1ccoc1C	-4	1.4	6	-7	-6.9	-5	0	4	-5.4
37	CC(Sc1ncn[nH]1)C(=O)Nc1ccc(Cl)cn1 (stereo not given)	-5	-0.4	-3	-2	-0.9	0	3	0	-4.2
38	COc1cccc(CNC(=O)C2=C(C)C(=O)OC23CCC(C)CC3)c1 (stereo not given)	10	-1.5	0	-18	.	1	-18	5	-1.4
39	COc1ccc(-c2cc(C3CC3)nc3sc(C#N)c(N)c23)cc1	8	1.5	1	4	-2.1	-9	-2	18	-3.2
40	S=C(Nc1ccccc1)N1CCn2c1nc1ccccc12	2	-1.8	-7	3	5.0	1	3	2	-2.0

Continued:
cpd	SMILES	GDH-TPI inh	Mtb UGM inh	Rv3671c protease	BoNT F protease	BioA inh
41	Cc1cc(N2CCOCC2)nc2ccc(NC(=O)C3CCC(C)CC3)cc12 (stereo not given)	9	4.0	1	-5	-2.7
42	CCOC(=O)c1cc(C#N)c(SC)nc1C	2	-0.2	9	?	.
43	COC(=O)c1cccc(S(=O)(=O)N(Cc2ccco2)Cc2cc3cc(OC)c(OC)cc3[nH]c2=O)c1	14	2.0	3	-1	-0.3
44	COC(=O)[C@]1(Cc2ccccc2)N[C@H](CN(C)C(C)=O)[C@@H]2C(=O)N(C)C(=O)[C@@H]21	3	.	0	-6	-1.2
45	O=C(OCCCCN1C(=O)c2ccccc2C1=O)c1ccc(S(=O)(=O)N2CCCC2)cc1	-6	-1.4	2	-8	-0.4
46	C=CCn1c(CNc2ccc(C)cc2)nnc1SCC(=O)N/N=C/c1ccc(O)cc1	11	0.1	-3	10	6.4
47	CC(=O)c1c(N2CCN(c3ccc(F)cc3)CC2)nc(=S)n(Cc2ccccc2)c1C	8	-2.0	3	-32	1.2
48	CCC(C)NC(=O)C1CCN(C(=O)COc2ccc3c4c(c(=O)oc3c2C)CCCC4)CC1 (stereo not given)	7	-1.4	-7	2	-4.2

cpd	PrPC TRFRET	MazEF act	Mtb FBA inh	FadD28 FP inh
41	-1	7	9	-1.6
42	-4	-2	0	-1.3
43	0	8	2	-4.0
44	3	0	0	-2.2
45	0	-3	0	-0.1
46	0	4	7	0.0
47	-4	33	3	-7.6
48	1	3	9	-1.6

(list continues)
cpd	SMILES	GDH-TPI inh	Mtb UGM inh	Rv3671c protease	BoNT F protease	BioA inh
49	Nc1ncc(Br)cc1Br	8	.	-5	6	.
50	CCCc1cc(=O)oc2cc(OCC(=O)Nc3ccc(CN4CCOCC4)cc3)c(Cl)cc12	12	-0.4	-13	7	-1.3
51	O=C(NC1CCCC1)c1cc(=O)[nH]c2ccccc12	43*	-3.4	2	.	-1.3
52	O=C(Nc1ccc(F)cc1)c1ccccc1NC(=O)C1CC=CCC1C(=O)O (stereo not given)	3	0.1	.	1	0.4
53	CC1=C(C(=O)Nc2ccccc2)C(c2cccc([N+](=O)[O-])c2)Nc2nc3ccccc3n21 (stereo not given)	7	-1.8	-1	-3	-1.1
54	COc1cccc(OC)c1C(=O)NC(C)CCc1ccccc1 (stereo not given)	2	-2.3	0	.	0.0

cpd	PrPC TRFRET	MazEF act	Mtb FBA inh	FadD28 FP inh
49	-3	11	1	-1.3
50	4	1	3	0.0
51	-1	-7	3	-1.5
52	8	-6	1	-0.5
53	2	10	2	0.2
54	-2	8	2	-0.9
